RPL19A TOR yeast: alters RPL19A-GFP fluorescence in TOR pathway yeast screen; S. cerevisiae RPL19A-GFP strain, flow cytometry, 3 h; hits give low values; percent response vs DMSO, % at 10 µM; 330,000 tested, 0.3% active; AID 2025;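 active = percent response vs DMSO below 50%; inconclusive = fewer than 70 events counted for the yeast strain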;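 also: median channel GFP fluorescence of the barcoded RPL19A-GFP strain; ratio of sample median GFP to plate DMSO average so 100% = DMSO; lower means less RPL19A-GFP as with rapamycin TOR inhibition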
procasp3 activ: activates human procaspase-3; 330,000 tested, 0.11% active; AID 463141; activation, % at 8.5 µM; P42574; recombinant procaspase-3 D3A, Ac-DEVD-pNA absorbance 405 nm;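 active = activation above the mean of all tested compounds plus 3 SD, cut at about 21% in these data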;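 also: 0% = DMSO alone and 100% = DMSO wells spiked with extra 5 µM PC-3 D3A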
Target sequence (P42574 whole entry D9A/D28A/D175A): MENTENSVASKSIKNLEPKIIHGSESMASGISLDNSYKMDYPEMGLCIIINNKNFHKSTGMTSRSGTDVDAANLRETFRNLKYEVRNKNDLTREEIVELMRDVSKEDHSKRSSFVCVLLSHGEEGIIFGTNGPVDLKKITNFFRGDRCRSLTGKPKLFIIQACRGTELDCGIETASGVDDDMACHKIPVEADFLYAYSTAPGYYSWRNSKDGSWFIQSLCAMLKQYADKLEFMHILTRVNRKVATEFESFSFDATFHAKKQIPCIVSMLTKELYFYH
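Technique: 405 nm absorbance of p-nitroaniline, reads at 0 and 120 min; Test system: Procaspase-3 D3A mutant; Incubation: 1 h enzyme-compound preincubation, then 2 h substrate reaction, 25 °C; Repeats: singlicate, each compound tested once; Benchmarks: low control DMSO wells, high control DMSO plus 5 µM PC-3 D3A.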
LAP4 TOR yeast: alters LAP4-GFP fluorescence in TOR pathway yeast screen; GFP response vs DMSO, % at 10 µM; S. cerevisiae LAP4-GFP multiplex, flow cytometry GFP, 3 h; median GFP as percent of DMSO wells; AID 2023; 320,000 tested, 0.34% active;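 active = GFP response vs DMSO above a set limit, about the screen mean plus 3 SD, cut at about 150% in these data; inconclusive = under 70 cell events counted for the yeast strain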
AGP1-GFP MLPCN: modulators of TOR pathway AGP1-GFP in S. cerevisiae | S. cerevisiae AGP1-GFP multiplex flow cytometry, 3 h; GFP as percent of DMSO wells | 320,000 tested, 0.02% active | GFP response vs DMSO, % at 10 µM;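 active = GFP response relative to DMSO above a set limit, near screen average plus 3 SD, cut at about 150% in these data; inconclusive = fewer than 70 cells counted for the yeast strain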;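 also: median GFP channel fluorescence of the gated AGP1 strain per well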
CIT2-GFP yeast: alters CIT2-GFP fluorescence in TOR pathway yeast screen; S. cerevisiae CIT2-GFP strain, flow cytometry, 3 h; 100 means same as DMSO wells; GFP response vs DMSO, % at 10 µM; 320,000 tested, 0.065% active; AID 2029;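 active = GFP response relative to DMSO above a set limit, near the screen mean plus 3 SD, cut at about 150% in these data; inconclusive = Fewer than 70 cells measured for a yeast strain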;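 also: ratio of well median GFP fluorescence to mean of DMSO wells on the plate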
MEP2-GFP yeast: modulators of TOR pathway MEP2-GFP in S. cerevisiae. S. cerevisiae MEP2-GFP strain, flow cytometry GFP, 3 h; 100% = DMSO control level. GFP response vs DMSO, % at 10 µM. 330,000 tested, 0.51% active. AID 2016;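 active = GFP response versus DMSO above a set limit, roughly screen mean plus 3 SD, cut at about 180% in these data; inconclusive = fewer than 70 cells counted for a yeast strain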;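 also: median GFP fluorescence of the barcode-gated MEP2-GFP cells per well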
AHR act: human AHR activation; AHR-responsive luciferase reporter cells, luminescence; activation, % at 5 µM; 320,000 tested, 2.5% active; AID 2796; in the data active = activation above about 47%;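 also: 0% = vehicle wells and 100% = reference agonist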
proCasp7 act: activates human procaspase-7, counter-screen for procaspase-3 activators. P55210. recombinant procaspase-7, Ac-DEVD-pNA absorbance 405 nm; D23A/D198A/D206A triple mutant, cannot self-cleave; scale: DMSO 0, 5 µM enzyme 100. activation, % at 8.5 µM. 330,000 tested, 0.093% active;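 active = percent activation above the screen-wide mean plus 3 SD, cut at about 25% in these data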
Target sequence (P55210 whole entry D23A/D198A/D206A): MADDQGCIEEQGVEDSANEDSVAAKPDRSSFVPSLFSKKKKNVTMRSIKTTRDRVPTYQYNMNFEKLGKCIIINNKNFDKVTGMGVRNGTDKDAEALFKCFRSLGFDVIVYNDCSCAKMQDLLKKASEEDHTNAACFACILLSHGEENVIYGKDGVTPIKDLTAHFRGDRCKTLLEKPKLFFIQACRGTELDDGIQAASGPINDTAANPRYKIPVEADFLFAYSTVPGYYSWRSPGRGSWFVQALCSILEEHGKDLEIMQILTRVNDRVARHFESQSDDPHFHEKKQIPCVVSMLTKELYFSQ
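System: Procaspase-7 triple mutant (PC-7 D3A); measure: % activation from two-timepoint absorbance difference, scaled to controls; times: 1 h compound preincubation, 2 h substrate cleavage, 25 °C; also added: Ac-DEVD-pNA substrate, 400 µM as added; measured by: Epi-absorbance of released pNA at 405 nm, two timepoints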
The depositor's hits bear a star; ? = inconclusive; . = not tested or not shown; [ ] = remark or other dose.

SMILES | RPL19A TOR yeast | procasp3 activ | LAP4 TOR yeast | AGP1-GFP MLPCN | CIT2-GFP yeast | MEP2-GFP yeast | AHR act | proCasp7 act
Cc1ccc(CN(c2ccc(C(=O)NCC3CCCO3)cc2)S(C)(=O)=O)cc1 (stereo unspecified) | 106 | 1 | 98 | 100 | 105 | 103 | 3 | 7
Cc1nc2ccccc2c2oc(C(=O)NCc3ccc4c(c3)OCO4)cc12 | 96 | 9 | 91 | 107 | 107 | 95 | 9 | 6
O=C(COC(=O)c1cncc(Br)c1)Nc1ccc(N2CCCCC2)cc1 | 98 | 11 | 93 | 102 | 98 | 101 | 25 | -4
COc1ccc(CCC(=O)Nc2nccs2)cc1OC | 47*[may fluoresce violet] | 4 | 94[may fluoresce violet] | 22[may fluoresce violet] | ? | 198*[may fluoresce violet] | 4 | 1
COC(=O)C(=Cc1ccc(-c2ccsc2C(=O)OC)o1)C(=O)OC | 95 | -11 | 98 | 100 | 99 | 96 | 1 | -5
Cc1cc2oc(C(=O)N(Cc3ccccc3)C3CCS(=O)(=O)C3)cc(=O)c2cc1Cl (stereo unspecified) | 97 | 6 | 100 | 98 | 96 | 100 | -1 | 9
CC(=O)c1c(C)oc2ccc(N(C(=O)C3CCCCC3)S(=O)(=O)c3cc([N+](=O)[O-])ccc3C)cc12 | 92 | -5 | 94 | 101 | 96 | 94 | -3 | -2
CCOc1ccc(-c2nc(CSc3nnc(N)s3)cs2)cc1 | 88 | -3 | 91 | 90 | 90 | 93 | 12 | 7
COC(=O)c1ccc([C@H](NC(=O)c2ccco2)[C@]2(C)C[C@H]2C2CCCCC2)cc1 | 108 | -1 | 105 | 90 | 86 | 94 | -2 | 0
OC1CCCC1 | 103 | 11 | 103 | 103 | 92 | 94 | -2 | 11
COc1ccc(N2CCN(C(=N)/C(C(C)=O)=C(\C)O)CC2)cc1 | 102 | 2 | 91 | 111 | 113 | 107 | -1 | 6
COc1ccc(NC(=O)Cn2c(=O)n(CC(=O)NCc3ccco3)c(=O)c3ccccc32)cc1OC | 100 | 13 | 100 | 101 | 97 | 100 | 0 | 3
Cc1cccc(NS(=O)(=O)c2ccc(C(=O)NCC(c3ccccc3)N(C)C)cc2)c1C (stereo unspecified) | 105 | . | 88 | 96 | 92 | 103 | . | .
O=C(CSc1nnc(NC(=O)c2c(F)cccc2F)s1)NCC1CCCO1 (stereo unspecified) | 98 | -3 | 103 | 102 | 100 | 102 | -1 | -3
O=C(N/N=C/c1cn(-c2ccccc2)nc1-c1cccs1)c1ccccc1F | 94 | -2 | 110 | 93 | 90 | 98 | 3 | -2
COc1cc(C2=NOC(C(=O)N3CCCCCC3)C2)cc(OC)c1OC (stereo unspecified) | 97 | 11 | 100 | 97 | 94 | 104 | 2 | -5
CCOC(=O)CCNC(=O)Nc1ccc2nc(C)n(Cc3ccccc3Cl)c(=O)c2c1 | 95 | 4 | 98 | 97 | 101 | 96 | -1 | 11
CN(C(=O)Cn1c(=O)oc2ccccc21)C1CCCCC1 | 98 | -1 | 110 | 99 | 101 | 100 | 2 | -5
COc1ccc(OCC(O)CNC(=O)Nc2ccc(F)cc2)cc1 (stereo unspecified) | 94 | -5 | 95 | 93 | 91 | 94 | -3 | 10
CC(C)(C)c1nnc(N/N=C/c2ccc(Br)cc2)n(N)c1=O | 96 | 3 | 89 | 97 | 91 | 95 | 17 | -9

Entries listed above printed as active in RPL19A TOR yeast:
mol,RPL19A TOR yeast,procasp3 activ,LAP4 TOR yeast,AGP1-GFP MLPCN,CIT2-GFP yeast,MEP2-GFP yeast,AHR act
COc1ccc(CCC(=O)Nc2nccs2)cc1OC,47*[may fluoresce violet],4,94[may fluoresce violet],22[may fluoresce violet],?,198*[may fluoresce violet],4

Next part.
SMILES | RPL19A TOR yeast | procasp3 activ | LAP4 TOR yeast | AGP1-GFP MLPCN | CIT2-GFP yeast | MEP2-GFP yeast | AHR act | proCasp7 act
Cc1nn(C)cc1C(C(=O)NC1CCCCC1)N(C(=O)Cc1cccs1)c1ccc(C(C)C)cc1 (stereo unspecified) | 106 | -7 | 108 | 107 | 102 | 111 | 3 | 13
CCOc1ccc(NC(=O)Cc2ccc(S(=O)(=O)N3CCOCC3)s2)cc1OCC | 98 | -10 | 96 | 96 | 96 | 98 | 6 | -2
COc1cccc(-c2coc3cc4oc(=O)c(CCC(=O)O)c(C)c4cc23)c1 | 106 | 0 | 114 | 100 | 111 | 105 | -1 | 16
COc1ccccc1C(=O)NCCC(=O)NC1CCCCCC1 | 97 | 12 | 104 | 97 | 100 | 100 | 1 | 14
CC(=O)Nc1ccc(NC(=O)COC(=O)c2ccccc2C(=O)c2ccccc2)cc1 | 96 | 3 | 101 | 94 | 95 | 104 | -1 | -4
N#Cc1nc(COc2ccc(Cl)cc2)oc1N1CCN(Cc2ccccc2)CC1 | 95 | -4 | 99 | 96 | 102 | 96 | -3 | 0
CC(C)(C)NC(=S)N/N=C/c1cccnc1 | 91 | -5 | 104 | 99 | 91 | 92 | 11 | 0
CCOC(=O)c1c(NC(=O)c2cccs2)sc2c1CCN(C(=O)OCC)C2 | 97 | 4 | 99 | 102 | 98 | 103 | 7 | 4
N#CC1(NC(=O)COC(=O)CN2C(=O)c3ccccc3C2=O)CCCCC1 | 85 | 4 | 90 | 88 | 84 | 87 | 1 | 3
CCOC(=O)CSc1cc(C)nc(N)n1 | 102 | -1 | 91 | 108 | . | 104 | 3 | 1
CCCCn1c(N)c(N(CCC(C)C)C(=O)COC(=O)c2ccccc2)c(=O)[nH]c1=O | 104 | -4 | 103 | 96 | 99 | 92 | 12 | -5
CC(=O)Nc1ccc(C(=O)CSc2nnc(C)o2)cc1 | 98 | -4 | 104 | 104 | 99 | 106 | 0 | -1
CCn1c(CNC(=O)c2ccccc2)nnc1SCC(=O)N1CCN(c2ccccc2)CC1 | 96 | 4 | 95 | 99 | 90 | 94 | 3 | 3
CCOC(=O)Nc1ccc2nc(Sc3ccc(Cl)cc3)sc2c1 | 102 | 1 | 108 | 94 | 86 | 103 | 5 | -4
O=C(O)CCC(=O)N1CCc2c([nH]c3ccccc23)C1C(F)(F)F (stereo unspecified) | 104 | -1 | 103 | 97 | 103 | 122 | 7 | -10
CCOC(=O)Cc1csc(NC(=O)Cc2ccccc2)n1 | 96 | 3 | 106 | 96 | 93 | 91 | 5 | -14
CC(C)(C)NC(=O)Cn1c(SCC(=O)NC2CCCC2)nc2ccccc21 | 98 | -7 | 91 | 105 | 110 | 105 | -1 | 13
O=C(CSc1nnc(Nc2ccccc2F)s1)c1cc2ccccc2o1 | 100 | -3 | 105 | 92 | 89 | 89 | 31 | -11
O=C(CSc1nnc(NCc2ccccc2)s1)NC1CCS(=O)(=O)C1 (stereo unspecified) | 95 | 4 | 103 | 102 | 94 | 96 | 4 | 6
O=C(NCCCN1CCOCC1)C1CC(=O)N(c2ccccc2)C1 (stereo unspecified) | 105 | 1 | 92 | 96 | 99 | 105 | 0 | 3
Cc1cccc(NC(=O)C(C)N2C(=O)c3ccccc3S2(=O)=O)n1 (stereo unspecified) | 95 | -8 | 110 | 106 | 99 | 94 | 0 | 4
Cc1ccc(C2CC(C(F)(F)F)n3nc(C(=O)NCc4ccco4)cc3N2)cc1 (stereo unspecified) | 96 | -11 | 96 | 97 | 103 | 102 | 0 | 10
O=C(NC1CC1)C1CCN(Cc2cnn(-c3ccccc3)c2-n2cccc2)CC1 | 97 | 3 | 84 | 109 | 88 | 97 | -2 | 15
Cc1ccc(Cn2ccsc2=NC(=O)COC(=O)C(C)C)cc1 | 103 | -4 | 100 | 99 | 96 | 100 | 3 | 6
O=c1c2oc3ccccc3c2[nH]c(=S)n1-c1ccc(F)cc1 | 96 | 4 | 95 | 99 | 103 | 95 | 57* | -3
CCn1c(=O)n(CC)c2cc(N3CCCC3)c(NC(=O)c3ccc(C)c([N+](=O)[O-])c3)cc21 | 101 | -7 | 102 | 103 | 108 | 105 | 5 | 9
O=C(OCCOc1ccc(F)cc1)c1ccc(S(=O)(=O)N2CCCC2)cc1 | 104 | 8 | 102 | 113 | 102 | 107 | 11 | 4
Cc1ccc(C(=O)C(OC(=O)CNC(=O)c2ccc(Cl)cc2)c2ccccc2)cc1 (stereo unspecified) | 90 | 2 | 81 | 87 | 101 | 95 | 0 | -3
CCOC(=O)C1CCN(c2c(N3CCCC(C(=O)OCC)C3)c(=O)c2=O)CC1 (stereo unspecified) | 102 | -2 | 100 | 102 | 98 | 108 | -3 | 6
Cc1ccc(C(=O)c2coc3ccc(O)cc23)cc1 | 105 | . | 117 | 89 | 85 | 110 | . | .
COc1cc(OC)cc(-c2c(-c3cccs3)c3cc(-c4cc(OC)c(OC)c(OC)c4)ccc3n2C)c1 | 100 | -2 | 85 | 81 | 71 | 89 | 0 | -15
CCn1c(SCC(=O)Nc2cc(OC)ccc2OC)nnc1C1CCCCC1 | 101 | 9 | 100 | 103 | 88 | 109 | 0 | -3
COc1ccc(S(=O)(=O)N2CCCCC2)cc1NC(=O)C1CC1 | 97 | 2 | 96 | 94 | 87 | 95 | 0 | -6
O=C(NNc1cc(N2CCOCC2)nc(N2CCOCC2)n1)c1ccc(Cl)cc1Cl | 99 | 2 | 86 | 98 | 99 | 101 | 3 | -2
CCOC(=O)c1sc(-c2ccccc2)cc1N | 100 | -5 | 108 | 79 | 81 | 99 | 7 | -7

Compounds listed so far containing a nitro group on carbon, in the order listed:
SMILES | RPL19A TOR yeast | procasp3 activ | LAP4 TOR yeast | AGP1-GFP MLPCN | CIT2-GFP yeast | MEP2-GFP yeast | AHR act | proCasp7 act
CC(=O)c1c(C)oc2ccc(N(C(=O)C3CCCCC3)S(=O)(=O)c3cc([N+](=O)[O-])ccc3C)cc12 | 92 | -5 | 94 | 101 | 96 | 94 | -3 | -2
CCn1c(=O)n(CC)c2cc(N3CCCC3)c(NC(=O)c3ccc(C)c([N+](=O)[O-])c3)cc21 | 101 | -7 | 102 | 103 | 108 | 105 | 5 | 9

Record cards (already shown). Order of screens: RPL19A TOR yeast | procasp3 activ | LAP4 TOR yeast | AGP1-GFP MLPCN | CIT2-GFP yeast | MEP2-GFP yeast | AHR act | proCasp7 act
Record of `CCOC(=O)C1CCN(c2c(N3CCCC(C(=O)OCC)C3)c(=O)c2=O)CC1` (stereo unspecified) → 102 | -2 | 100 | 102 | 98 | 108 | -3 | 6
Record of `Cc1ccc(C(=O)c2coc3ccc(O)cc23)cc1` → 105 | . | 117 | 89 | 85 | 110 | . | .
Record of `O=C(NNc1cc(N2CCOCC2)nc(N2CCOCC2)n1)c1ccc(Cl)cc1Cl` → 99 | 2 | 86 | 98 | 99 | 101 | 3 | -2
Record of `COc1ccc(S(=O)(=O)N2CCCCC2)cc1NC(=O)C1CC1` → 97 | 2 | 96 | 94 | 87 | 95 | 0 | -6
Record of `O=C(OCCOc1ccc(F)cc1)c1ccc(S(=O)(=O)N2CCCC2)cc1` → 104 | 8 | 102 | 113 | 102 | 107 | 11 | 4

Bioassay records deposited in PubChem BioAssay by several laboratories.
